From PubChem
FH mod: Identification of activators of human fumarate hydratase by quantitative high-throughput screening; FH coupled MDH/diaphorase resazurin fluorescence, 15 min; Potency, µM (series often up to 79.9 µM), for the others: top-dose activity change, negative = inhibition, most hits filed as inhibitors; hit rate 0.22% among 54,000; AID 1347055, 2019; further: potency means the concentration at half of the fitted maximal effect; on the % scale 0 is the no-effect control and ±100 the full control effect; the screen sought activators but most active calls are inhibition curves; nearly all actives have a fitted effect of over 45% in size
GALK inhibitor: qHTS Assay for Inhibitors of Human Galactokinase (GALK): NCGC Sytravon Library Screen; Potency, µM (highest dose often 57.5 µM), for the others: at the top dose activity, negative = inhibition, most hits filed as inhibitors; recombinant GALK, Kinase-Glo ATP luminescence, 1 h; 44,000 tested, under 10 active; AID 1347072, 2019;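 further: plate controls were full GALK reaction for no effect and reaction lacking GALK for full effect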
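Luminescent ATP-depletion readout (Kinase-Glo Plus) after 1 h room-temperature incubation of human GALK (5 nM) with galactose 100 µM and ATP 35 µM, pH 8.0 HEPES/Mg2+ buffer; compounds tested in qHTS format.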
p53null 32C tox: qHTS Screen for Compounds that Selectively Target Cancer Cells with p53 Mutations: Cytotoxicity of p53 Null Cells at the Permissive Temperature; hit rate 0.62% among 55,000; AID 903, 2007; Potency, µM (series often up to 46.1 µM), for the others: at the top dose activity change, negative = cytotoxicity, usual class: cytotoxic; H1299-neo p53 null cells, ATP luminescence, 24 h, 32C;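 further: potency means the concentration at half of the fitted maximal effect; 0% = DMSO only and -100% = full killing by 100 µM tamoxifen; nearly all actives have a fitted effect of over 55% in size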
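H1299-neo (p53 null) cells, 600/well, treated 24 h at 32C with compound up to 46 uM; ATPlite luminescence viability, normalized to DMSO and 100 uM tamoxifen; AC50 by Hill fit.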
B2AR arrestin ag: qHTS assay of beta-arrestin-biased ligands of beta2-adrenergic receptor: NCGC Sytravon Library Screen; Beta-2 adrenergic receptor (Homo sapiens), P07550; HTLA Tango cells, beta-arrestin recruitment, luciferase luminescence, 18 h; Potency, µM (doses to about 46.1 µM), without a hit: at the highest dose activation, hits mostly activators; 44,000 tested, under 10 active; AID 1347077, 2019;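 further: potency means the concentration at half of the fitted maximal effect; 0% = DMSO and full agonism = EC100 isoproterenol or metaproterenol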
Target sequence (P07550 whole entry, looked up): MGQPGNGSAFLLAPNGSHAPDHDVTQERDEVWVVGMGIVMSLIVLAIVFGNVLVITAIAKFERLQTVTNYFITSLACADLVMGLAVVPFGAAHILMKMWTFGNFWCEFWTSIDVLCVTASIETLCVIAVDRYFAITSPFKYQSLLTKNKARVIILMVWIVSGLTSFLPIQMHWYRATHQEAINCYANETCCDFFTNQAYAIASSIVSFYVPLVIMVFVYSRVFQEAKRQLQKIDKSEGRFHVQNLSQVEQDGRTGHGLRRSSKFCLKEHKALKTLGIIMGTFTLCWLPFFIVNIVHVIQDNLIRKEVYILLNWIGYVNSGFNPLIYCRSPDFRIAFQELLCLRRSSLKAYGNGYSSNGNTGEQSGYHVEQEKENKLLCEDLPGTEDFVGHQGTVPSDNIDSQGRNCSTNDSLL
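First, Tango cells carrying beta2-AR and beta-arrestin fusions received compound up to 46 microM. After 18 hr at 37 degrees C, luciferase substrate was added for 15 minutes, then luminescence gave %Activity for curve fitting.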
p53null 39C tox: qHTS Screen for Compounds that Selectively Target Cancer Cells with p53 Mutations: Cytotoxicity of p53 Null Cells at the Nonpermissive Temperature. H1299 p53-null (neo) cells, 39C, ATPlite viability, 24 h. Potency, µM (doses to about 46.1 µM), for inactives: at the highest dose activity, negative = cell killing, usual class: cytotoxic. hit rate 0.97% among 55,000;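 further: potency means the concentration at half of the fitted maximal effect; 0% = DMSO only and -100% = full killing by 100 µM tamoxifen; nearly all actives have a fitted effect of over 50% in size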
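Following overnight plating at 37C (600 cells/well), H1299-neo or H1299-p53A138V cells are dosed up to 46 uM. Incubation lasts 24 hr at 39C before ATP detection.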
NTMT1 inhibitor: Primary qHTS for Inhibitors of N-terminal methyltransferase 1 (NTMT1): MTaseGlo Assay. N-terminal Xaa-Pro-Lys N-methyltransferase 1 (Homo sapiens), Q9BV86. NTMT1 MTase-Glo SAH luminescence, purified enzyme. Potency, µM (top dose mostly 114 µM), without a hit: at the top dose activity change, negative = inhibition, usual class: inhibitors. hit rate 2.5% among 59,000;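 further: potency means the concentration at half of the fitted maximal effect; plate controls were DMSO vehicle for no effect and no enzyme for full effect; nearly all actives have a fitted effect of over 65% in size; many of its hits are not listed in these tables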
Target sequence (Q9BV86 whole entry, looked up): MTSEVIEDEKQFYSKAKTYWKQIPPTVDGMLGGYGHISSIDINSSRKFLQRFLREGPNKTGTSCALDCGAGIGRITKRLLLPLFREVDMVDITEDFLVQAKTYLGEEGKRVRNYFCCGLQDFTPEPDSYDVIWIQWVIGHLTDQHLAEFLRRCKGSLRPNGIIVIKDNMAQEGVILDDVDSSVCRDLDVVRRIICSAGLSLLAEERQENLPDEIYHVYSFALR
TSG101-PTAP inh: qHTS Validation Assay for Inhibitors of HIV-1 Budding by Blocking the Interaction of PTAP/TSG101: Sytravon Library Screen; Tumor susceptibility gene 101 protein (Homo sapiens), Q99816; Fluorescence polarization, FITC-PTAP peptide/Tsg101, 20 min; Potency, µM (series often up to 115 µM), inactives show at the top dose activity change, negative = inhibition, hits mostly inhibitors; 44,000 tested, under 10 active; AID 1347069, 2019; further: potency means the concentration at half of the fitted maximal effect; 0% is about no effect
Target sequence (Q99816 whole entry, looked up): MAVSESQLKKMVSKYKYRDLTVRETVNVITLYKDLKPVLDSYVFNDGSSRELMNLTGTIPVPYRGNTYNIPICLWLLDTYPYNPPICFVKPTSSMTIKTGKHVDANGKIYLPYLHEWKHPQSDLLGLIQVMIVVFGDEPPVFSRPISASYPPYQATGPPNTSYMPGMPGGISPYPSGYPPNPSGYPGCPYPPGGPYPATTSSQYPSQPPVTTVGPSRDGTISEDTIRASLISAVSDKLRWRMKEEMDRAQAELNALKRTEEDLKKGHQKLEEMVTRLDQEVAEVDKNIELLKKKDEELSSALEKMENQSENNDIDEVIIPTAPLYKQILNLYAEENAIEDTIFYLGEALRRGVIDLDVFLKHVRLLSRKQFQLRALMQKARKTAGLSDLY
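Fluorescence polarization: Tsg101 binding domain (10 uM final) in 10 mM HEPES pH 7.5, 0.15 M NaCl, 0.01% Tween 20, 3 mM EDTA, 0.1 mM TCEP; compounds pinned; FITC-PTAP peptide 50 nM final; 20 min, r.t.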
The depositor's hits bear a star; ? = inconclusive; · = not tested or not shown; [ ] = dose if it differs, or a comment. The call rests on the fitted dose curve; in most records, active means well fitted curve in the direction sought with a large enough effect; inconclusive means small, poorly fitted or top-dose-only effect, or another doubt; inactive means no such curve, though single readings can be large; an effect the other way counts as inactive or inconclusive. A portion of the library; the hit share may differ from the screen's.

The line under a structure holds: FH mod | GALK inhibitor | p53null 32C tox | B2AR arrestin ag | p53null 39C tox | NTMT1 inhibitor | TSG101-PTAP inh
NC(=O)c1nc(Nc2ccccc2)sc1NC(=O)c1ccccc1Br
  2% | 0% | 15% | 1% | -13% | -5% | 2%
CN(C)c1ccc(C(=O)Nc2ccc(-c3nc4ccccc4o3)cc2)cc1
  2% | 1% | 8% | 1% | -12% | 0% | 0%
O=c1n(Cc2ccc(F)cc2)nc2n1-c1cc(Cl)ccc1OC2
  1% | 9% | · | 0% | · | 3% | 0%
Cc1ccc(NC(=O)c2ccc(COc3ccccc3Cl)o2)cc1
  ? | 0% | 2% | 0% | 20% | 12% | 0%
CC1CCCCN1Cc1nc2c(c(=O)n(C)c(=O)n2C)n1Cc1ccc(Br)cc1 (stereo unspecified)
  18% | 7% | -7% | 1% | -9% | 14% | -6%
CCOc1ccc(CCNC(=O)CCc2c(C)nc3c(c(C)nn3-c3ccc(C)c(C)c3)c2C)cc1
  1% | 9% | -5% | 1% | 11% | -5% | -1%
COc1ccc(-c2nc3sc(CCNC(=O)Cc4ccc(F)cc4)c(C)n3n2)cc1
  -13% | -4% | -10% | -3% | -18% | -1% | -2%
COc1ccc(OC)c(NC(=O)[C@H](Cc2ccccc2)N2Cc3ccccc3C2=O)c1
  -22% | 8% | 2% | -1% | -18% | -10% | 0%
COc1ccccc1NC(=O)c1cc2ccc3cccnc3c2[nH]1
  -29% | 0% | ? | -2% | -7% | -10% | 3%
Cc1cccc(NC(=O)c2oc3ccccc3c2NC(=O)Cc2coc3c(C)c(C)ccc23)c1
  -14% | 1% | -4% | -1% | 2% | 8% | 0%
COc1cc(/C=C/c2nc3cc(Cl)ccc3c(=O)n2-c2ccc(C)cc2C)cc(OC)c1OC
  -23% | -6% | 1% | 3% | 32%[activator] | 9% | 0%
CCOC(=O)c1cccc(NC(=O)CCS(=O)(=O)c2ccc(Br)s2)c1
  2% | -15% | 12% | -2% | -2% | -5% | 0%
Cc1ccc2nc(NC(=O)c3ccc(S(=O)(=O)N4CCC(C)CC4)cc3)sc2c1
  4% | 1% | -11% | -1% | 4% | 11% | 1%
O=C(Nc1ccccc1-c1nc2ccccc2s1)c1ccc(F)cc1
  0% | 7% | 15% | 1% | -13% | -3% | -10%
Cc1ccc(-n2nc(C(=O)N3CCN(c4cc(C)ccc4C)CC3)c3c4ccccc4n(C)c3c2=O)cc1
  -8% | 0% | 3% | -2% | -7% | 38%[activator] | -2%
COc1ccc(NC(=O)C2CCCN(S(=O)(=O)c3ccc(Br)s3)C2)cc1 (stereo unspecified)
  -8% | -1% | 18% | -1% | 12% | 21% | -5%
CCOc1ccc(C2C(=O)N(C3CCCCC3)CC(=O)N2Cc2ccccc2OC)cc1OC (stereo unspecified)
  · | 2% | -8% | -1% | 13% | · | 1%
Cc1cccc(NC(=O)CN(C)S(=O)(=O)c2cnc[nH]2)c1C
  2% | 0% | 0% | -3% | ? | 0% | -1%
CCOc1ccccc1NC(=O)Cn1c(=O)n(CCCCC(=O)NCCCOC)c(=O)c2ccccc21
  -8% | 6% | 1% | -1% | 1% | -1% | 6%
CCCCn1c(CNC(=O)C23CC4CC(CC(C4)C2)C3)nnc1SCC(=O)Nc1ccc(F)cc1
  -10% | -2% | -3% | 1% | -24% | 14% | -4%

Entries of single compounds, looked up by structure. Screens in order: FH mod, GALK inhibitor, p53null 32C tox, B2AR arrestin ag, p53null 39C tox, NTMT1 inhibitor, TSG101-PTAP inh
Entry for COc1ccc(-c2nc3sc(CCNC(=O)Cc4ccc(F)cc4)c(C)n3n2)cc1 = -13%, -4%, -10%, -3%, -18%, -1%, -2%
Entry for COc1ccccc1NC(=O)c1cc2ccc3cccnc3c2[nH]1 = -29%, 0%, ?, -2%, -7%, -10%, 3%
Entry for Cc1cccc(NC(=O)c2oc3ccccc3c2NC(=O)Cc2coc3c(C)c(C)ccc23)c1 = -14%, 1%, -4%, -1%, 2%, 8%, 0%

Further compounds.
The line under a structure holds: FH mod | GALK inhibitor | p53null 32C tox | B2AR arrestin ag | p53null 39C tox | NTMT1 inhibitor | TSG101-PTAP inh
O=C(Cn1c(=O)oc2cc(S(=O)(=O)NCc3ccccc3)ccc21)NCc1ccc(F)cc1
  -2% | 5% | ? | 1% | 3% | -1% | 2%
Cc1nc2cccnc2n1C1CCN(C(=O)Nc2ccccc2)CC1
  -2% | -3% | 2% | 0% | -7% | -13% | 0%
Cc1c(Cl)cccc1NC(=O)CC(c1cccs1)N1Cc2ccccc2C1=O (stereo unspecified)
  -13% | 1% | 0% | 0% | -2% | ? | 2%
COC(=O)c1nc2n(n1)C(c1cc(OC)ccc1OC)C=C(c1ccc(Br)cc1)N2 (stereo unspecified)
  -10% | 1% | 18% | 7% | -3% | 7% | 1%
CCOC(=O)Cn1c(=O)oc2cc(S(=O)(=O)N3CCN(c4ccc(C(C)=O)cc4)CC3)ccc21
  1% | 10% | 2% | 1% | -23% | -9% | 18%
CC(=O)N1c2ccc(S(=O)(=O)NCC3CCC(C(=O)Nc4cccc(C)c4)CC3)cc2CC1C (stereo unspecified)
  -7% | 5% | -5% | 0% | -26% | 3% | -10%
CCOc1cc(CNC(=O)c2ccc(Cn3c(=O)c4cccn4c4cccnc43)cc2)ccc1OC
  3% | 0% | -8% | 0% | -13% | -4% | 5%
CCOc1ccc(C(=O)NCCS(=O)(=O)N2CCN(c3cccc(Cl)c3)CC2)cc1
  -11% | -2% | 6% | ? | 12% | 5% | 0%
COc1ccc(C)cc1NS(=O)(=O)c1cnc(N)nc1
  -8% | -6% | -1% | -1% | 23% | -3% | -10%
CCc1ccccc1NC(=O)CCCN1C(=O)COc2ccc(C)cc21
  -1% | -2% | -4% | -2% | 2% | -19% | -3%
CCCC12CN3CC(CCC)(CN(C1)C3c1c[nH]c3ccccc13)C2=O (stereo unspecified)
  0% | 1% | -22% | 4% | 3% | 23% | -1%
Cc1nc2c(c(C)c1CCC(=O)Nc1ccc(F)cc1)c(=O)n(C)c(=O)n2C
  -3% | -1% | -4% | 0% | -6% | 8% | 0%
CC(C)COc1ccc(-c2nonc2NC(=O)c2ccc(F)cc2)cc1
  15% | 0% | -4% | -1% | -8% | 11% | 1%
CSc1ccc(C2CC(=O)Oc3c2c(=O)n(C)c2ccccc32)cc1 (stereo unspecified)
  -4% | 6% | 6% | 0% | -16% | 14% | 3%
CCCN1CCN(c2nnc(-n3cccc3C(=O)Nc3cc(Cl)ccc3C)s2)CC1
  -5% | -2% | 5% | 8% | 3% | 7% | 1%
Cc1ccc(NC(=O)CSc2nc(=O)n(CCN3CCOCC3)c3c2CCC3)cc1Cl
  -2% | -5% | -13% | -3% | -14% | -4% | 0%
CCOC(=O)c1c(Nc2ccc(OC)cc2)nnc(-c2ccccc2)c1-c1ccccc1
  -25% | 2% | 23% | -2% | 84%[activator] | -1% | 2%
Cc1ccc2c(c1)N(C(=O)CCC(=O)NCc1cccs1)CCO2
  3% | 0% | 4% | -3% | 13% | -3% | 2%
CCCCN(C)c1nnc(NC(=O)Nc2cccc(C(C)=O)c2)s1
  1% | 0% | -12% | -4% | -6% | 6% | -1%
COc1ccc(C(=O)NCCn2cc(SCC(=O)Nc3ccc4c(c3)OCCO4)c3ccccc32)cc1OC
  ? | 2% | · | 0% | · | -19% | -1%
CCC(=O)N1c2ccccc2CC1C(=O)NCc1cc(Br)ccc1OC (stereo unspecified)
  -23% | 4% | 7% | 7% | 3% | 5% | -1%
CCC(C)NC(=O)c1c2c(nc3ccccc13)C(=O)N(C1CCCCC1)C2 (stereo unspecified)
  -1% | 1% | -1% | 0% | -10% | 5% | -1%
O=C(CCC1N=C2c3ccccc3N=C(SCC(=O)Nc3cccc(Cl)c3)N2C1=O)NCc1ccco1 (stereo unspecified)
  -11% | -1% | 0% | -2% | -20% | -3% | -4%
Cc1cccc(C)c1NC(=O)c1sc(-n2nc(C)c(Cc3ccccc3)c2C)nc1C
  -9% | -9% | -2% | -4% | 22% | -15% | 1%
CC(C)S(=O)(=O)c1oc(-c2ccc(F)cc2)nc1S(=O)(=O)c1ccccc1
  -26% | 3% | ? | -1% | 3.2µM* | 0% | 0%
Cc1ccc(-n2nnc(-c3nsc(NC(=O)c4ccc(C)c(C)c4)n3)c2C)cc1
  9% | 0% | -4% | 3% | 1% | 1% | 1%
Fc1ccc(C(NCCc2ccccc2)c2nnc(-c3ccccc3Cl)o2)cc1 (stereo unspecified)
  · | -6% | 33%[activator] | -2% | ? | · | 2%
COc1ccc(-c2cc(C(=O)N3CCN(c4ccccc4OC)CC3)c3cc(C(C)C)ccc3n2)cc1
  -26% | 0% | 4% | -1% | 20% | 7% | -2%
O=C(CC1N=C2c3ccccc3N=C(SCC(=O)Nc3ccc(F)cc3)N2C1=O)NCc1ccc2c(c1)OCO2 (stereo unspecified)
  ? | 1% | 6% | -2% | -3% | -2% | -7%

Looked up by compound from the entries so far (2):
The line under a structure holds: FH mod | GALK inhibitor | p53null 32C tox | B2AR arrestin ag | p53null 39C tox | NTMT1 inhibitor | TSG101-PTAP inh
Fc1ccc(C(NCCc2ccccc2)c2nnc(-c3ccccc3Cl)o2)cc1 (stereo unspecified)
  · | -6% | 33%[activator] | -2% | ? | · | 2%
O=C(CCC1N=C2c3ccccc3N=C(SCC(=O)Nc3cccc(Cl)c3)N2C1=O)NCc1ccco1 (stereo unspecified)
  -11% | -1% | 0% | -2% | -20% | -3% | -4%
